Ecoli viability: counter-screen for AddAB inhibitors: E. coli growth inhibition | E. coli V3065 growth, OD600 absorbance, 18 h | 0.27% of 330,000 active | AID 449728 | inhibition, % at 11.9 µM;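 active means inhibition above the campaign's mean inhibition across all tested compounds plus 3 SD, cut at about 9.9% in these data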;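 further: uninfected addAB+ strain grown without phage in ampicillin broth; 0% = DMSO wells and 100% = ciprofloxacin 0.95 µg/ml wells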
PKA-R1A act: activates the PKA-R1A holoenzyme complex | P00514+P68181 | PKA-R1A dissociation, Cy5-IP20 fluorescence polarization; scaled: DMSO 0%, 113 µM cGMP 100% | activation, % at 11.4 µM | 0.083% of 340,000 active | AID 504707;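 active means percent activation above the mean of all tested compounds plus 3 SD, cut at about 19% in these data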;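 further: higher means more PKAc released from R1A so a rise in polarization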
Tat export inh: blocks Tat-dependent protein export in E. coli; E. coli MC4100 TorA-mCherry Tat export, fluorescence; inhibition, % at 10 µM; 0.036% of 340,000 active; AID 488895;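 active means mean replicate inhibition at least 50% and at least half of replicates individually reaching 50%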;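 further: exported cargo escapes ClpAP degradation while cytoplasmic cargo is degraded and loses fluorescence; 0% = median of neutral control wells and 100% = median of NaSCN control wells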
PfHsp90 yeast 2: inhibits growth of yeast expressing Plasmodium falciparum Hsp90. S. cerevisiae expressing PfHsp90, BacTiter-Glo ATP, 48 h; yeast lacking PDR1 and PDR3 efflux regulators. inhibition, % at 9.4 µM. 0.32% of 310,000 active. AID 504621;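 active means every replicate shows inhibition above about 80%, whatever the replicate mean, limit read from the data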;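 further: 0% = DMSO neutral controls and 100% = 20 µM radicicol positive controls; yeast relying on Plasmodium falciparum Hsp90 in place of its own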
phage Ecoli inh: E. coli growth loss with phage present; growth absorbance; inhibition, % at 11.9 µM; 0.26% of 360,000 active; AID 651602; in the data active means inhibition above about 11%
OPRM1-OPRD1 inv: inverse agonists of human mu-delta opioid receptor heterodimerization; P35372+P41143; cell-based MOR-DOR heterodimer luminescence, inverse agonism; inhibition, % at 9.3 µM; 0.21% of 340,000 active; in the data active means inhibition above about 22%, passing the limit was not always enough;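 further: 0% = cells with DMSO and 100% = wells without cells with DMSO; values of inactives mirror those of a sister screen read the other way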
Target sequence (P35372 whole entry, looked up): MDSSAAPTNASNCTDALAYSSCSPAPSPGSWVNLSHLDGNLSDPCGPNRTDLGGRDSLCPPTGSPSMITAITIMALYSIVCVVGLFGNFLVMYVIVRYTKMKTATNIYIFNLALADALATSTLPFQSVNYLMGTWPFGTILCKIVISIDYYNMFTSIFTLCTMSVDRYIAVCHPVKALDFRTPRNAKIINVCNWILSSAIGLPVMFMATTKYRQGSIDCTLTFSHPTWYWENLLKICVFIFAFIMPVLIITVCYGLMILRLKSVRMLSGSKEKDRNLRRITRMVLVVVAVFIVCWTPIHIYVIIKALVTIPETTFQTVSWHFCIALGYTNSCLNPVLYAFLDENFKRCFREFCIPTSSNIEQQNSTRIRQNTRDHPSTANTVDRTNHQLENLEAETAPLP
Target sequence (P41143 whole entry, looked up): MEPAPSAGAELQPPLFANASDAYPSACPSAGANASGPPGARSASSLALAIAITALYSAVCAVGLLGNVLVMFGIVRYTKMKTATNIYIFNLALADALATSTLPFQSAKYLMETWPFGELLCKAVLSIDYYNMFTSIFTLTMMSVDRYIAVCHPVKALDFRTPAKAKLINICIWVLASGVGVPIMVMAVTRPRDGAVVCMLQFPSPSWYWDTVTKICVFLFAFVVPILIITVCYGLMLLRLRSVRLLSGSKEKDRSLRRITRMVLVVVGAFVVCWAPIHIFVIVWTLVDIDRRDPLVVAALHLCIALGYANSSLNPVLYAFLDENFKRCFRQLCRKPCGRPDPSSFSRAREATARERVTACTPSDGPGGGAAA
Arr AP2 block: blocks beta-arrestin peptide binding to AP2 adaptin | FITC-arrestin peptide / GST-AP2 beads, flow cytometry; AP2 beta2 appendage carries R879A mutation | inhibition, % at 10 µM | 0.31% of 340,000 active | AID 504490;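 active means inhibition above a set limit, near 3 SD of compounds lacking own fluorescence, cut at about 54% in these data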;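 further: plate controls were DMSO wells for no effect and 5 µM unlabelled arrestin peptide for full effect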
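Material – GST-tagged AP2 beta2-adaptin appendage (R879A) on 4 µm glutathione beads · Probe or stimulus – fluorescein-tagged arrestin peptide at 50 nM final · Timing – 12 min plus 1 h, RT · Detection – bead flow cytometry, FITC channel · Read-out basis – inhibition as reduced fluorescein signal on beads, percent · Medium – PBS plus Tween 20 (0.05%) and BSA (0.1%)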
AddAB inh: less growth of phage-infected E. coli with AddAB; E. coli expressing H. pylori AddAB, absorbance growth; inhibition, % at 11.9 µM; 0.29% of 330,000 active; AID 435030; in the data active means inhibition above about 12%;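 further: 0% = vehicle wells of infected cells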
OPRM1-OPRD1 ag: agonists of human mu-delta opioid receptor heterodimerization; AID 504326; cells, OPRM1-OPRD1 heterodimerization, luminescence; activation, % at 9.3 µM; 0.3% of 340,000 active; in the data active means activation above about 18%;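 further: 0% = vehicle-treated cells and 100% = reference agonist; values of inactives mirror those of a sister screen read the other way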
Mot1-301 SUMO: SUMOylation pathway inhibition by Mot1-301 growth rescue | 1% of 320,000 active | growth rescue, % at 18.8 µM | S. cerevisiae Mot1-301 growth rescue, ATP luminescence, 38.5C; percent above DMSO median, 100 means doubled;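 active means every valid replicate shows activation above 250% relative to neutral control wells; inactive means the rest, any valid replicate at or below 250%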;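 further: OY570 slx delta 5 strain wells were the positive control but not used for scaling; some compounds called inactive have numbers as strong as hits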
DSG3 Ab inh: inhibitors of pemphigus antibody binding to human desmoglein-3; P32926; DSG3-coupled beads, scFv-anti-DSG3-GFP binding, flow cytometry; stronger effect = lower value; binding (percent of control), % at 10 µM; 0.48% of 310,000 active;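 active means binding more than 3 SD below its plate's average and above zero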;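 further: hits lower antibody fragment binding to DSG3; some compounds called inactive have numbers as strong as hits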
The depositor's hits bear a star. Not a hit list; 2.8% or so of the library scored in one or more.

Cc1ccccc1-n1c(SCC(=O)Nc2ccccc2Cl)nc2n[nH]c(C)c2c1=N was read as Ecoli viability -0.9, PKA-R1A act 1, Tat export inh 4, PfHsp90 yeast 2 -16, phage Ecoli inh 2.1, OPRM1-OPRD1 inv -7, Arr AP2 block 2, AddAB inh 3.7, OPRM1-OPRD1 ag 1.5, Mot1-301 SUMO -8 and DSG3 Ab inh 108.
`C=CCNC(=O)/C(=C\c1ccc(OC)cc1)NC(=O)c1ccc([N+](=O)[O-])cc1` gave Ecoli viability -1.6, PKA-R1A act 6, Tat export inh -3, PfHsp90 yeast 2 -4, phage Ecoli inh 6.2, OPRM1-OPRD1 inv 3, Arr AP2 block -1, AddAB inh 0.2, OPRM1-OPRD1 ag -0.5, Mot1-301 SUMO 6 and DSG3 Ab inh 83.
`C[C@@H](NC(=O)c1nc[nH]c1C(=O)NCc1ccc(CNC(=O)OC(C)(C)C)cc1)c1ccccc1` gave Ecoli viability -2.3, PKA-R1A act 0, Tat export inh 19, phage Ecoli inh 3.4, OPRM1-OPRD1 inv -1, Arr AP2 block 5, AddAB inh -0.9, OPRM1-OPRD1 ag 0.2, Mot1-301 SUMO 13 and DSG3 Ab inh 99.
`COc1ccc(C2/C=C\CN(S(=O)(=O)c3ccc(C)cc3)[C@H](Cc3ccccc3)C(=O)N2Cc2ccc(F)cc2)cc1` (some centres undefined) gave Ecoli viability -1.0, PKA-R1A act 4, Tat export inh -4, PfHsp90 yeast 2 18, OPRM1-OPRD1 inv -2, Arr AP2 block 9, AddAB inh 3.0, OPRM1-OPRD1 ag 0.4, Mot1-301 SUMO 88 and DSG3 Ab inh 91.
COc1ccc(-c2oc3ncn4nc(Cc5ccccc5)nc4c3c2-c2ccc(OC)cc2)cc1 was read as Ecoli viability 2.0, PKA-R1A act -9, Tat export inh -1, phage Ecoli inh 2.8, OPRM1-OPRD1 inv 7, Arr AP2 block 0, AddAB inh -0.3, OPRM1-OPRD1 ag -1.4, Mot1-301 SUMO -5 and DSG3 Ab inh 98.
CCOc1ccc(OCC)c(NC(=O)C2CCN(c3nn4c(=O)cc(C)nc4s3)CC2)c1 was read as Ecoli viability 0.5, PKA-R1A act -2, Tat export inh -2, PfHsp90 yeast 2 15, OPRM1-OPRD1 inv 8, Arr AP2 block 1, AddAB inh -1.8, OPRM1-OPRD1 ag -1.4 and Mot1-301 SUMO -3.
For CC(c1ccon1)N(C)Cc1c(C(=O)N(C)Cc2ccccc2)nc2ccccn12 (centres undefined) the results were Ecoli viability -0.4, PKA-R1A act 4, Tat export inh -1, PfHsp90 yeast 2 7, phage Ecoli inh 3.0, OPRM1-OPRD1 inv 14, Arr AP2 block 0, AddAB inh 3.2, OPRM1-OPRD1 ag -2.9, Mot1-301 SUMO -13 and DSG3 Ab inh 106.
COC(=O)c1sc(N2CCN(Cc3ccccc3)CC2)nc1N was read as Ecoli viability -2.1, PKA-R1A act -10, Tat export inh 3, PfHsp90 yeast 2 3, phage Ecoli inh 2.1, OPRM1-OPRD1 inv 1, Arr AP2 block 19, AddAB inh -1.6, OPRM1-OPRD1 ag -0.3, Mot1-301 SUMO -1 and DSG3 Ab inh 91.
Cc1cc(=O)[nH]c(Nc2cccc(Cl)c2C)n1 was read as Ecoli viability -0.5, PKA-R1A act -14, Tat export inh -5, PfHsp90 yeast 2 18, phage Ecoli inh 2.0, OPRM1-OPRD1 inv 16, Arr AP2 block 2, AddAB inh -1.5, OPRM1-OPRD1 ag -3.6, Mot1-301 SUMO 3 and DSG3 Ab inh 98.
O=C(Cn1c(=O)c2c3c(sc2n(Cc2ccccc2)c1=O)CCCC3)NCCO was read as Ecoli viability -0.3, PKA-R1A act -6, Tat export inh 3, PfHsp90 yeast 2 -13, phage Ecoli inh 3.8, OPRM1-OPRD1 inv 18, Arr AP2 block 22, AddAB inh 0.1, OPRM1-OPRD1 ag -3.8, Mot1-301 SUMO 203 and DSG3 Ab inh 105.
For O=C(NCc1ccco1)c1ccc(NC(=O)C2COc3ccccc3O2)cc1 (centres undefined) the results were Ecoli viability 0.7, PKA-R1A act -11, Tat export inh 2, PfHsp90 yeast 2 -21, phage Ecoli inh 3.1, OPRM1-OPRD1 inv 12, Arr AP2 block 1, AddAB inh 2.5, OPRM1-OPRD1 ag -2.9 and Mot1-301 SUMO 212.
`CCOc1cc(C(=O)N[C@@H](C)C(=O)N2CCC3(CC2)NCCc2[nH]cnc23)cc(OCC)c1OCC` gave Ecoli viability -3.0, PKA-R1A act 0, Tat export inh -1, PfHsp90 yeast 2 -3, phage Ecoli inh 3.5, OPRM1-OPRD1 inv 12, Arr AP2 block 7, AddAB inh 2.5, OPRM1-OPRD1 ag -2.4, Mot1-301 SUMO 31 and DSG3 Ab inh 108.
For CC(=O)c1cccc(NC(=O)C2C3C=CC(C4CC34)C2C(=O)O)c1 (centres undefined) the results were Ecoli viability -0.8, PKA-R1A act -2, Tat export inh -6, PfHsp90 yeast 2 19, phage Ecoli inh 2.9, OPRM1-OPRD1 inv 10, Arr AP2 block 14, AddAB inh 1.9, OPRM1-OPRD1 ag -2.3, Mot1-301 SUMO -3 and DSG3 Ab inh 104.
For CN(C)CCNC(=O)/C(=C/c1ccc(-c2cccc([N+](=O)[O-])c2)o1)NC(=O)c1ccccc1 the results were Ecoli viability -2.1, PKA-R1A act -7, Tat export inh 5, PfHsp90 yeast 2 16, phage Ecoli inh 0.8, OPRM1-OPRD1 inv 9, Arr AP2 block 1, AddAB inh 2.4, OPRM1-OPRD1 ag -1.9, Mot1-301 SUMO -4 and DSG3 Ab inh 92.
Screening CCCc1cc(NCCCN(C)C)n2c(nc3ccccc32)c1C#N returned Ecoli viability -0.6, PKA-R1A act 3, Tat export inh 7, PfHsp90 yeast 2 6, phage Ecoli inh -0.6, OPRM1-OPRD1 inv 4, Arr AP2 block 35, AddAB inh 0.3, OPRM1-OPRD1 ag -0.9, Mot1-301 SUMO 16 and DSG3 Ab inh 95.
COc1ccc(NC(=O)C2CCCCN2S(=O)(=O)c2ccc(F)cc2)c(OC)c1 (centres undefined) was read as Ecoli viability 2.7, PKA-R1A act 0, Tat export inh 3, PfHsp90 yeast 2 3, phage Ecoli inh 1.6, OPRM1-OPRD1 inv -2, Arr AP2 block 0, AddAB inh 0.5, OPRM1-OPRD1 ag 0.5, Mot1-301 SUMO -12 and DSG3 Ab inh 98.
CC(OC(=O)Cc1n[nH]c(=O)c2ccccc12)C(=O)Nc1cccc([N+](=O)[O-])c1 (centres undefined) was read as Ecoli viability 2.1, PKA-R1A act -5, Tat export inh 2, PfHsp90 yeast 2 9, phage Ecoli inh -0.9, OPRM1-OPRD1 inv 11, Arr AP2 block 15, AddAB inh 0.5, OPRM1-OPRD1 ag -2.3, Mot1-301 SUMO -1 and DSG3 Ab inh 108.
`CSCCC(NS(=O)(=O)c1cccs1)C(=O)NCc1ccc(C)cc1` (centres undefined) gave Ecoli viability 2.7, PKA-R1A act -11, Tat export inh 0, PfHsp90 yeast 2 -33, phage Ecoli inh 2.0, OPRM1-OPRD1 inv 14, Arr AP2 block -1, AddAB inh 3.0, OPRM1-OPRD1 ag -2.7, Mot1-301 SUMO 783 and DSG3 Ab inh 101.
Screening CN(C(=O)CSc1nnc(Nc2ccccc2)s1)C1CCS(=O)(=O)C1 (centres undefined) returned Ecoli viability 1.6, PKA-R1A act 20*, Tat export inh -7, PfHsp90 yeast 2 -4, phage Ecoli inh 4.2, OPRM1-OPRD1 inv 3, Arr AP2 block 0, AddAB inh 2.6, OPRM1-OPRD1 ag -0.4, Mot1-301 SUMO -14 and DSG3 Ab inh 86.
`COc1ccc(CC(=O)Nc2ccc(/C(C)=N/NC(=O)c3cccc([N+](=O)[O-])c3)cc2)cc1` gave Ecoli viability -3.1, PKA-R1A act 6, Tat export inh -12, PfHsp90 yeast 2 25, phage Ecoli inh 2.0, OPRM1-OPRD1 inv -13, Arr AP2 block 17, AddAB inh -0.4, OPRM1-OPRD1 ag 2.1, Mot1-301 SUMO -1 and DSG3 Ab inh 78*.
`COC(=O)c1ccccc1NC(=O)CNc1cc(OC)c(OC)cc1C` gave Ecoli viability -0.9, PKA-R1A act -4, Tat export inh -10, PfHsp90 yeast 2 -6, phage Ecoli inh 4.4, OPRM1-OPRD1 inv -14, Arr AP2 block 7, AddAB inh 0.3, OPRM1-OPRD1 ag 2.2, Mot1-301 SUMO 10 and DSG3 Ab inh 90.
Screening CC1CCCN(Cc2nc3c(c(=O)n(C)c(=O)n3C)n2CCc2ccccc2)C1 (centres undefined) returned Ecoli viability 2.4, PKA-R1A act 9, Tat export inh 4, PfHsp90 yeast 2 -5, phage Ecoli inh 1.7, OPRM1-OPRD1 inv 13, Arr AP2 block 24, AddAB inh 0.2, OPRM1-OPRD1 ag -2.3, Mot1-301 SUMO -17 and DSG3 Ab inh 105.
`Cc1cccc(C(=O)Nc2nnc(S(=O)(=O)N3CCC(C)CC3)s2)c1` gave Ecoli viability -1.4, PKA-R1A act -4, Tat export inh 3, PfHsp90 yeast 2 -9, phage Ecoli inh 0.8, OPRM1-OPRD1 inv 13, Arr AP2 block 2, AddAB inh 3.4, OPRM1-OPRD1 ag -2.6, Mot1-301 SUMO -3 and DSG3 Ab inh 96.
Screening COc1cccc(-n2nc(-c3ccnn3-c3cccc(Cl)c3)c(=O)n(C)c2=O)c1 returned Ecoli viability 3.4, PKA-R1A act -7, Tat export inh -4, PfHsp90 yeast 2 -33, phage Ecoli inh 0.9, OPRM1-OPRD1 inv 3, Arr AP2 block 3, AddAB inh 3.0, OPRM1-OPRD1 ag -0.6, Mot1-301 SUMO 2 and DSG3 Ab inh 95.
Screening COc1cc(CC(=O)OCC(=O)Nc2ncc(Cl)cc2Cl)cc(OC)c1OC returned Ecoli viability -1.4, PKA-R1A act -4, Tat export inh -5, PfHsp90 yeast 2 -21, phage Ecoli inh 0.2, OPRM1-OPRD1 inv 9, Arr AP2 block 3, AddAB inh 1.9, OPRM1-OPRD1 ag -2.0, Mot1-301 SUMO 2 and DSG3 Ab inh 115.
`CC(=O)Nc1ccc(NC=C(C#N)C#N)cc1` gave Ecoli viability 1.3, PKA-R1A act -4, Tat export inh 3, PfHsp90 yeast 2 30, phage Ecoli inh -0.9, OPRM1-OPRD1 inv 19, Arr AP2 block -5, AddAB inh 0.2, OPRM1-OPRD1 ag -3.5, Mot1-301 SUMO 116 and DSG3 Ab inh 98.
Screening CC(=O)/C(=N\Nc1ccccc1Cl)Sc1nnc(-c2ccccc2)n1-c1ccccc1 returned Ecoli viability -1.6, PKA-R1A act 3, Tat export inh -2, PfHsp90 yeast 2 16, phage Ecoli inh 2.4, OPRM1-OPRD1 inv 9, Arr AP2 block -3, AddAB inh -1.4, OPRM1-OPRD1 ag -1.5, Mot1-301 SUMO 15 and DSG3 Ab inh 98.
